# Bcl-B displacement – displacers of TR3 peptide from Bcl-B, primary screen, selectivity assay for Bfl-1 inhibitor project, biochemical, fluorescence polarization; Bcl-2-like protein 10 (Homo sapiens); FP displacement of FITC-TR3 peptide from Bcl-B; higher % means a stronger effect; displacement, % at 20 µM, or IC50 in µM where a hit was titrated; 96,000 compounds, 0.11% hits;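 active means displacement above 50% at 20 µM plus a fluorescence interference ratio under 1.5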;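 further: plate controls were wells without compound for no effect and wells lacking Bcl-B protein for full effect; a part of the inactive calls stands beside numbers as strong as those of hits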
# NFkB transloc inh – inhibitors of IL-1B driven NFkB p65 nuclear import, primary screen, imaging, HUVEC, IL-1B stimulus, high-content imaging; HUVEC IL-1B NFkB p65 nuclear translocation imaging; inhibition, % at 2 µM; 94,000 compounds, 0.43% hits;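 active means inhibition above about 30% together with a positive call from visual inspection of the well image, limit read from the data; inconclusive means inhibition above a set limit but visual check negative; inactive means inhibition not above a set limit, visual check negative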;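 further: nuclear over cytoplasmic p65 intensity ratio measured by imaging; 0% = IL-1B stimulated DMSO wells and 100% = unstimulated DMSO wells; values of inactives mirror those of a sister screen read the other way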
# MRP resist rev – reversal of MRP1-mediated doxorubicin resistance, primary screen, H69AR cells, doxorubicin co-treatment; H69AR cells + 2 uM doxorubicin, CellTiter-Glo, 72 h; differential viability (reversal), % at 10 µM; 85,000 compounds, 0.04% hits;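 active means viability drop by adding the cancer drug above about 55%, with treated viability meeting a 40% cutoff, limit read from the data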;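 further: viability without doxorubicin minus viability with 2 µM doxorubicin for each compound; larger differential means the compound sensitizes cells more to doxorubicin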
# NFkB transloc pot – enhancers of NFkB p65 translocation in HUVEC – imaging, IL-1B stimulus, high-content imaging, primary screen | HUVEC IL-1B NFkB p65 nuclear translocation imaging | activation, % at 2 µM | 94,000 compounds, 0.3% hits;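 active means activation above 40%, about the mean plus 3 SD, also judged a hit on visual image review; inconclusive means activation above 40% but not a hit on visual review; inactive means activation not above 40% and no visual hit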;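 further: percent activation is computed from the nuclear over cytoplasmic p65 intensity ratio; values of inactives mirror those of a sister screen read the other way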
# PLAP inhibition – PLAP enzyme inhibitors, biochemical, luminescence, HTS (AID 690) | Alkaline phosphatase, placental type (Homo sapiens) | purified PLAP, luminescent substrate; higher % means a stronger effect | inhibition, % at 20 µM; hits with a dose series show IC50 in µM | 96,000 compounds, 0.08% hits; in the data active means a potency from the dose series; inactive means the rest, 99 in 100 with inhibition below about 30%; further: strong numbers were not always called active
# MRP resist rev cytotoxicity – further read-out of MRP resist rev, marked with its call; viability, %; H69AR cells, CellTiter-Glo, 72 h; measured here: cytotoxicity without doxorubicin
# MRP resist rev with doxorubicin – recorded beside MRP resist rev, whose call it bears; viability, %; measured here: viability with 2 uM doxorubicin; active compounds read low
# NFkB transloc inh cell count 2 µM – further read-out of NFkB transloc inh, marked with its call; cell count; measured here: cells passing quality filter;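 raw number of nuclei counted in each imaged well without normalization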
# NFkB transloc pot cell count 2 µM – also measured in NFkB transloc pot; calls as there; cell count; measured here: cells passing quality filter
# * = called active by the depositor; u = inconclusive; x = no result given. The list is partial; the hit share may differ from the screen's.
SMILES,Bcl-B displacement,NFkB transloc inh,NFkB transloc inh cell count 2 µM,MRP resist rev,MRP resist rev cytotoxicity,MRP resist rev with doxorubicin,NFkB transloc pot,NFkB transloc pot cell count 2 µM,PLAP inhibition
Cc1ccc(C(=O)N2CCN(c3ccccc3)CC2)cc1S(=O)(=O)N1CCCC1,2%,x,x,16,88,72,x,x,-49%
Nc1nc2n(n1)C(c1ccco1)CC(c1ccc(F)cc1)N2 (configuration not stated),-13%,8,33,11,100,89,-8,33,-20%
Cc1ccc(Nc2nnc(SCC(=O)Nc3ccc(S(=O)(=O)N4CCOCC4)cc3)s2)cc1,4%,34*,17*,-4,82,86,-34,17,-31%
CCc1ccc(S(=O)(=O)NCc2csc(C)n2)s1,x,-5,93,-18,82,101,5,93,x
O=C(Nc1cccc(OCC(=O)N2CCOCC2)c1)C1CCCCC1,-8%,3,126,7,96,88,-3,126,-15%
COc1ccc(NC(=O)c2c(Cl)n(C)c3ccccc23)cc1,-11%,-10,142,x,x,x,10,142,1%
CCOC(=O)c1c(C)nc2sc3c(=O)n(-c4ccc(C(C)=O)cc4)nnc3c2c1-c1ccc(Cl)cc1,-3%,2,120,x,x,x,-2,120,-14%
CC(=O)Oc1ccc(-c2nc(-c3cccnc3)no2)cc1,-21%,6,83,6,84,78,-6,83,13%
N#Cc1c(NC(=O)CSc2nnc(-c3ccccc3O)n2-c2ccccc2)sc2c1CCCC2,-6%,2,145,-15,49,63,-2,145,-86%
COc1ccc(C(=O)NCc2nnc(SCC(=O)N3CCc4ccccc43)o2)cc1OC,5%,6,203,8,80,72,-6,203,11%
CCC(=O)c1cc(F)c(N2CCN(C(=O)c3ccco3)CC2)cc1C,1%,x,x,4,92,88,x,x,11%
O=C(NCCc1ccccc1Cl)C1CCN(S(=O)(=O)c2cccs2)CC1,-9%,-10,53,6,83,77,10,53,-18%
Cn1c(=NC(=O)C2CC2)sc2cc(F)cc(F)c21,11%,x,x,1,89,88,x,x,0%
O=C(O)C1C(c2ccccc2)C(C(=O)Oc2ccccc2)C1c1ccccc1 (configuration not stated),-1%,-9,169,-3,92,95,9,169,3%
COc1ccccc1NC(=O)CSc1nnc(-c2ccc(C)cc2)o1,1%,5,110,4,86,82,-5,110,-64%
COCCN(Cc1cc2cc(C)cc(C)c2nc1Cl)C(=O)Nc1ccccc1,-3%,-2,135,x,x,x,2,135,-44%
O=C(Nc1ncc2c(n1)CC(c1ccccc1)CC2=O)c1ccco1 (configuration not stated),x,12,188,x,x,x,-12,188,x
CCCC(O)(CCC)C(=O)NNc1ccccc1,-2%,-22,134,2,92,89,22,134,2%
CN(C)CCNC(=O)CCCNC(=O)Cn1cnc2sc3c(c2c1=O)CCCC3,-6%,-2,154,-1,96,97,3,154,6%
C=C1c2cc(CC)ccc2NC(=O)N1c1ccc(C)cc1,3%,11,172,8,91,84,-11,172,10%
COc1ccc(S(=O)(=O)n2nc(OC(=O)c3c(-c4ccccc4Cl)noc3C)cc2N)cc1,-18%,14,59,-21,28,49,-12,59,-17%
O=C(/C=C/c1ccc(Br)cc1)NC(=S)NNC(=O)c1ccco1,x,-17,111,-39,36,75,17,111,x
COC(=O)C1=C(C(=O)c2ccc(C)cc2)C(c2ccccc2)n2nnnc2N1 (configuration not stated),0%,-8,160,17,94,77,8,160,3%
CN=c1oc2ccc(Cl)cc2cc1C(N)=O,2%,x,x,1,93,92,x,x,-19%
COc1ccc2c(c1)c1nnc(SC)nc1n2C,8%,14,128,-7,71,77,-14,128,1%
Cc1cc(N=CC2=C(O)CCCC2=O)no1,0%,-8,180,6,95,89,8,180,-5%
O=C(c1ccco1)N1CCN(c2ccc(S(=O)(=O)N3CCCC3)cc2)CC1,6%,6,117,29,66,36,-6,117,6%
Cc1cc(C)n(CC(O)CN2c3ccccc3Sc3ccccc32)n1 (configuration not stated),-15%,8,97,-9,75,85,-8,97,-28%
c1ccc2c(c1)CC1(CCCC1)n1nnnc1-2,-7%,3,107,12,92,80,-3,107,12%
COc1ccccc1-c1noc(-c2ccncc2)n1,-13%,0,158,9,92,83,0,158,-15%
CC1(C)Cc2cccc(OCC(N)=O)c2O1,-4%,-12,170,12,102,90,12,170,-1%
Cc1ccc(Sc2ncccc2COC(=O)Nc2ccccc2)cc1,-4%,-14,196,x,x,x,14,196,10%
O=C(c1ccccc1)N1CCN(C(=O)N2CCCCC2)CC1,1%,x,x,6,97,91,x,x,7%
Cc1ccc(S(=O)(=O)NCC(=O)OCC(=O)Nc2ncc(Cl)cc2Cl)cc1,x,-8,151,8,86,79,8,151,-57%
Cc1ccccc1OCCCn1c(=O)sc2ccccc21,6%,-1,143,9,77,67,1,143,3%
CCOC(=O)c1cc2sccc2n1CC(=O)Nc1ccc(OC)c(OC)c1,-12%,-19,78,5,92,87,19,78,29%
Cc1ccc(NC(=O)C2CCN(S(C)(=O)=O)CC2)cc1C,-8%,-4,91,9,99,90,4,91,9%
CN(CCNS(=O)(=O)c1ccc2c(c1)oc(=O)n2C)Cc1ccccc1,0%,x,x,7,95,87,x,x,-18%
CCOc1ccc2cc(C#N)c(SCC(=O)N3CCOCC3)nc2c1,0%,-10,139,25,52,27,10,139,-20%
CCCn1c(SCC(=O)NCc2ccco2)nc2c1c(=O)n(C)c(=O)n2C,-6%,8,31,5,100,95,-8,31,16%
c1nc(NC2CCCC2)c2[nH]cnc2n1,1%,x,x,-12,74,87,x,x,-28%
Cn1nnnc1SCC(=O)Nc1ccccc1C(=O)NCc1ccccc1,-6%,0,165,0,92,92,1,165,-19%
CCN(CC)CCCn1c(C)cc2c(c1=O)C(c1ccc(OC)c(OC)c1OC)C(C#N)=C(N)O2 (configuration not stated),-12%,-40,156,12,99,87,u,x,x
Cc1cccc(N2CCN(C(=O)Cn3cccc3C(=O)c3ccccc3)CC2)c1C,0%,-16,161,7,82,74,16,161,-32%
CCC1CCCCN1C(=O)CSc1nnc(-c2cccc(Cl)c2)o1 (configuration not stated),-3%,x,x,-19,60,79,x,x,-39%
Cn1c(=O)c2c(nc(N3CCN(Cc4ccccc4)CC3)n2CCCc2ccccc2)n(C)c1=O,2%,-18,137,49,74,25,18,137,-69%
COc1ccc(C(C)=O)cc1CSc1nnc(-c2ccc(Cl)cc2)n1-c1ccccc1,-3%,13,117,x,x,x,-13,117,15%
COc1cccc(CNc2cccc3cccnc23)c1O,0%,x,x,4,102,98,x,x,-27%
Cc1cc(C)n(-c2nnc(C)n2NS(C)(=O)=O)n1,-4%,14,107,-17,103,120,-14,107,2%
O=C(c1cccn2c(=O)c3cc(Cl)ccc3nc12)N1CCN(Cc2ccc3c(c2)OCO3)CC1,-1%,-5,95,-10,91,101,5,95,-34%

# Continued:
SMILES,Bcl-B displacement,NFkB transloc inh,NFkB transloc inh cell count 2 µM,MRP resist rev,MRP resist rev cytotoxicity,MRP resist rev with doxorubicin,NFkB transloc pot,NFkB transloc pot cell count 2 µM,PLAP inhibition
COc1ccccc1N1CCN(C(=O)CCn2c(=O)[nH]c3ccsc3c2=O)CC1,0%,-5,117,6,91,86,5,117,-5%
CC1CCN(C(=O)CSc2nnc(-c3ccncc3)n2C)CC1,x,2,115,9,100,91,-2,115,x
C/C(N)=C(/C#N)C(=O)CSc1nnc(Cc2ccccc2F)n1N,-7%,-3,53,6,91,84,3,53,24%
CCOC(OCC)P(=O)(C(C)C)C(C)C,-12%,-29,134,x,x,x,29,134,6%
CCc1nc2c(oc3ccccc32)c(=O)[nH]1,-9%,-2,130,-15,86,101,2,130,-12%
COC(=O)c1[nH]c2cc(C)ccc2c1NC(=O)CN1CCCc2ccccc21,-35%,5,191,x,x,x,-5,191,-38%
Cc1ccc(NCC(=O)N/N=C/c2cc3ccccc3nc2Cl)cc1,7%,-6,110,x,x,x,6,110,-16%
O=C(c1c(Cl)cccc1Cl)N1CCCCCC1,-8%,-14,87,1,92,92,14,87,12%
Cc1cccc(OCCCCCn2ccnc2)c1C,5%,2,179,-10,89,99,-2,179,-216%
CS(=O)(=O)N(CC(=O)NCc1ccncc1)c1ccc(Cl)c(Cl)c1,-7%,-26,57,-11,87,98,26,57,12%
O=C(OCc1cn(-c2ccc(Cl)c(Cl)c2)nn1)c1ccccc1Cl,-2%,-12,180,x,x,x,12,180,3%
CCOc1ccc(C(=O)CSc2nnc(C3CC3)n2C)cc1,x,-1,147,10,101,91,1,147,x
Cc1nnc(NC(=O)CSc2nnc(Cc3ccccc3)n2Cc2ccccc2)s1,-4%,6,147,-23,57,80,-6,147,-24%
COC(=O)C1=C(C)N=C2SC(C#N)=C(N)N2C1c1cc(OC)c(OC)c(OC)c1 (configuration not stated),-29%,x,x,x,x,x,x,x,-29%
Cc1ccc(-c2cnc(NC(=O)c3cccc(Br)c3)s2)c(C)c1,10%,6,54,x,x,x,-6,54,9%
Cc1cc(NCc2ccccn2)ccc1Br,16%,-6,146,x,x,x,6,146,6%
COCCOC(=O)C1=C(C)NC(=O)CC1c1cc2c(cc1Br)OCO2 (configuration not stated),-1%,-16,158,16,97,81,16,158,22%
CN(C)S(=O)(=O)c1ccc(C(=O)Nc2nc(-c3cccs3)cs2)cc1,-1%,x,x,8,83,76,x,x,10%
CC1=Nn2c(nnc2-c2cc(C)[nH]n2)SC1,-7%,4,134,6,95,89,-4,134,4%
Cc1ccccc1NN1C(=O)C=CC1=O,-1%,x,x,x,x,x,x,x,4%
O=C(CCCOc1ccccc1)N1CCCCC1,3%,-13,200,6,101,96,13,200,-4%
CC1(C)Oc2ccc3ccc(=O)oc3c2/C(=C/Nc2ccccc2)C1=O,3%,-7,66,-16,60,75,7,66,14%
COC(=O)CCn1nnc(-c2ccc(C)cc2)n1,-2%,0,135,-3,103,107,0,135,-8%
O=C(CCC(=O)OCC(=O)c1ccccc1)Nc1cccc2cccnc12,-5%,3,103,x,x,x,-3,103,-1%
CCOc1cc(/C=N/NC(=O)c2cccc([N+](=O)[O-])c2)ccc1OS(=O)(=O)c1ccccc1,-1%,x,x,x,x,x,x,x,0%
O=C(COc1ncnc2ccccc12)N1CCN(S(=O)(=O)c2ccc(Cl)cc2)CC1,-1%,x,x,-2,88,89,x,x,-26%
O=C(Nc1ccc2c(c1)OCCO2)c1cnccn1,-2%,2,178,10,92,82,-2,178,13%
CCCC(=O)Nc1ccc(NC(=O)c2ccccc2OC)cn1,-5%,-29,137,5,99,94,29,137,-16%
CC(C)SC1=NC(C)(C)C=C(/C=C/c2ccc(Cl)cc2Cl)N1,-12%,x,x,-1,34,35,x,x,-49%
Cc1cccc(CN(CC(=O)N/N=C/c2cccs2)S(=O)(=O)c2ccc(Cl)cc2)c1,-10%,3,160,x,x,x,-3,160,8%
CCOC(=O)CN1C(=O)C(C)(C)Oc2ccc(C(=O)Nc3ccccc3)cc21,20%,8,181,4,98,93,-8,181,-24%
CC1=CCC2C(=O)N(c3ccc(Br)cc3C)C(=O)C2C1 (configuration not stated),-12%,-7,132,9,102,94,7,132,-11%
COCCn1c(SCCCC(=O)c2ccc(Br)cc2)nnc1-c1ccncc1,-8%,-1,125,-10,57,67,1,125,-49%
COc1cc(OC)c(-c2nn3c(C4CCCCC4)nnc3s2)cc1OC,-16%,-10,176,-7,62,69,10,176,-47%

# 2 entries from above, with values under each structure.
# Every second line gives: Bcl-B displacement	NFkB transloc inh	NFkB transloc inh cell count 2 µM	MRP resist rev	MRP resist rev cytotoxicity	MRP resist rev with doxorubicin	NFkB transloc pot	NFkB transloc pot cell count 2 µM	PLAP inhibition
> CC1=CCC2C(=O)N(c3ccc(Br)cc3C)C(=O)C2C1 (configuration not stated)
 : -12%	-7	132	9	102	94	7	132	-11%
> CCOC(=O)CN1C(=O)C(C)(C)Oc2ccc(C(=O)Nc3ccccc3)cc21
 : 20%	8	181	4	98	93	-8	181	-24%

# High-throughput results (PubChem)
